Assay outcomes deposited in PubChem by National Center for Advancing Translational Sciences (NCATS).
HTT cytoprotect: qHTS Multiplex Assay to Identify Dual Action Probes in a Cell Model of Huntington: Cytoprotection (ATP); actives 0.14% (n = 230,000); PC12 HTT-Q103 induced, cytoprotection, ATP luminescence, 40 h; Potency, µM (doses to about 56.4 µM), without a hit: cytoprotection (ATP increase), usual class: activators;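 also: % of control where 0% means no effect; nearly all actives have a fitted effect of over 45% in size; toxic huntingtin expression switched on by the ecdysone agonist tebufenozide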
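PC12 cells stably carrying ecdysone-inducible Htt exon 1 (Q103)–GFP were induced with 100 nM tebufenozide (final) alongside library compounds in a dose series. Cytoprotection was scored as retained ATP by ATPlite luminescence.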
IMPase Li cell: qHTS Assay for Identifying the Cell-Membrane Permeable IMPase Inhibitors: Potentiation with Lithium. Potency, µM (top dose mostly 59.4 µM), for inactives: top-dose activity, negative = IMPase inhibition, usual class: inhibitors. AID 1457, 2008. actives 0.35% (n = 210,000). CHO-M1 cells, IP1 TR-FRET (IP-One), carbachol + lithium;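 also: IP1 builds up when IMPase is blocked and the TR-FRET signal falls; plate controls were basal vehicle for no effect and high inhibitor control for full effect; nearly all actives have a fitted effect of over 50% in size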
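Concentration–response in CHO-M1 cells, lithium-potentiated; 30 min at 37C. IP1 detected by competitive TR-FRET after 10 min lysis at RT. Hill-fitted AC50.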
GoLoco inh red: qHTS Assay for Inhibitors of RGS12 GoLoco Motif Activity (Red Fluorophore); AID 880, 2007; Guanine nucleotide-binding protein G(i) subunit alpha-1 (Homo sapiens), P63096; actives 0.44% (n = 230,000); Potency, µM (doses to about 61.6 µM), inactives show at the top dose activity, negative = inhibition, hits mostly inhibitors; Gai1:RGS12 GoLoco peptide FP, rhodamine, 10 min; active = well fitted inhibition curve with a large enough effect, not every such curve was filed as active; inactive = no such curve, though single readings can be large or run the other way; also: % is scaled to controls: 0 for no effect and ±100 for the full control effect; nearly all actives have a fitted effect of over 30% in size; many of its hits are not listed in these tables
Target sequence (P63096 whole entry, looked up): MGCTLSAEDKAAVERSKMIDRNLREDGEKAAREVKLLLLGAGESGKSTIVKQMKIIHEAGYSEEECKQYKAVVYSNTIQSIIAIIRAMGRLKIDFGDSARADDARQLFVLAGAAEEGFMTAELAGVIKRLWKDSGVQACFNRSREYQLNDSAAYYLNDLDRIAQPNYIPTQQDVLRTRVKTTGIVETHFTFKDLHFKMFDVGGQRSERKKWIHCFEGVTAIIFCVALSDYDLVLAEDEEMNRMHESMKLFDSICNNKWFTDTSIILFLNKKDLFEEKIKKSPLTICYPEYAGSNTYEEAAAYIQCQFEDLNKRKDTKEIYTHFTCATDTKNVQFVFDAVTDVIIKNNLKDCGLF
GAA spleen mod: qHTS Assay for Inhibitors and Activators of Human alpha-Glucosidase From Spleen Homogenate | Lysosomal alpha-glucosidase (Homo sapiens), P10253 | human spleen homogenate, 4-MU-alpha-glucoside fluorescence | Potency, µM (series often up to 79.9 µM), inactives show at the highest dose activity change, negative = inhibition, most hits filed as inhibitors | actives 0.006% (n = 240,000) | AID 2112, 2009;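 also: 0% = enzyme with vehicle and -100% = no enzyme basal signal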
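Human spleen homogenate (1 ug) incubated with compounds and 1 mM 4-methylumbelliferyl-alpha-D-glucopyranoside in pH 5.0 citrate/phosphate buffer, 37 C, 40 min. Stopped at pH 10; 4-MU fluorescence (Ex 365/Em 440 nm); AC50 by Hill fit.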
GAA glycogen: qHTS Assay for Inhibitors and Activators of Human alpha-Glucosidase Cleavage of Glycogen. recombinant GAA, glycogen substrate, Amplex Red glucose oxidase fluorescence. Potency, µM (titrated, usually from 76.4 µM), for the others: at the highest dose activity change, negative = inhibition, hits mostly inhibitors. actives 0.38% (n = 300,000). AID 2100, 2009;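 also: 0% = full enzyme reaction and -100% = no-enzyme basal signal; the screen sought inhibitors and activators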
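Recombinant enzyme (4 nM final) with compounds titrated up to 77 uM and bovine liver glycogen (30 ug) in citrate pH 5.0, 0.01% Tween-20, 37 C 40 min. Released glucose detected by Amplex Red/glucose oxidase (Ex 573/Em 610); AC50 from Hill fits.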
HttQ103 aggreg: qHTS Multiplex Assay to Identify Dual Action Probes in a Cell Model of Huntington: Aggregate Formation (GFP) | AID 1688, 2009 | PC12 HttQ103-GFP aggregates, Acumen cytometry, 40 h | actives 1.1% (n = 220,000) | Potency, µM (top dose mostly 46.1 µM), for the others: top-dose activity change, negative = inhibition, actives largely listed as inhibitors; also: % is scaled to controls: 0 for no effect and ±100 for the full control effect; nearly all actives have a fitted effect of over 60% in size
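Multiplexed with ATP-based cell death, this channel scores GFP aggregates in PC12 cells expressing inducible HTTex1-Q103-GFP. Induction used 100 nM tebufenozide; compounds were tested in concentration series.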
GAA inhib: qHTS Assay for Inhibitors of Human alpha-Glucosidase as a Potential Chaperone Treatment of Pompe Disease | Lysosomal alpha-glucosidase (Homo sapiens), P10253 | Potency, µM (doses to about 76.9 µM), without a hit: top-dose activity change, negative = inhibition, hits mostly inhibitors | purified human GAA, 4-MU-alpha-glucoside fluorescence | actives 0.005% (n = 200,000) | AID 1466, 2008;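 also: plate controls were uninhibited enzyme wells for no effect and no-enzyme background for full effect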
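Read-out is 4-methylumbelliferone fluorescence (Ex 365/Em 440 nm) after NaOH/glycine stop at pH 10. Enzyme 4 nM, substrate 400 uM, pH 5.0 citrate buffer, 20 min room temperature; AC50 from Hill-equation concentration-response.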
* = called active by the depositor; u = inconclusive; x = not tested or not shown; [ ] = dose if it differs, or a comment. Unless noted, calls follow the shape of the dose curve; as a rule, active = well fitted curve in the direction sought with a large enough effect; inconclusive = small, poorly fitted or top-dose-only effect, or another doubt; inactive = no such curve, though single readings can be large; an effect the other way counts as inactive or inconclusive. Potency is read from the fitted curve at half-maximal effect.

Results follow in this order: HTT cytoprotect	IMPase Li cell	GoLoco inh red	GAA spleen mod	GAA glycogen	HttQ103 aggreg	GAA inhib
> CC(C)(C)OC(=O)NCCCC[C@H](NC(=O)c1[nH]cnc1C(=O)Nc1ccccc1)C(=O)OC(C)(C)C
 : -7%[10 µM]	x	9%	-1%	-13%	-24%[9.22 µM]	x
> O=C(NCCC1=CCCCC1)c1coc(=O)c(Br)c1
 : -35%	28µM*	8%	10%	5%	u	-3%
> Cc1c(S(=O)(=O)Nc2ccc3c(c2)OCCO3)c(=O)n(C)c(=O)n1C
 : -6%	45%[activator][38.3 µM]	2%	-11%	4%	-8%	-2%[15.4 µM]
> O=C(NNC(=O)c1cnccc1C(F)(F)F)c1ccccc1
 : 28%[10 µM]	x	5%	-1%	8%	-8%[9.22 µM]	-9%
> CCC(=O)NCCc1nc2cc(NC(=O)c3cccs3)ccc2n1C
 : -56%[inhibitor]	-8%	11%	-17%	5%	12%	-6%
> CN(C)CC(c1ccccc1)c1ccccc1
 : u	x	3%	-8%	3%	-2%[9.22 µM]	x
> COc1ccc(S(=O)(=O)Nc2ccc(C)cc2)cc1N(C)S(=O)(=O)c1ccc(Cl)cc1
 : -76%[inhibitor]	16%[38.3 µM]	12%	-5%	-6%	u	-4%
> COc1ccccc1NC(=O)COc1cccc(-n2cnnn2)c1
 : -14%	-2%[38.3 µM]	6%	-1%	7%	-4%	-3%
> Cc1cc(C)c(S(=O)(=O)Nc2ccc[nH]c2=O)c(C)c1
 : -19%[1.9 µM]	21%[38.3 µM]	5%	-3%	-5%	-13%	-7%
> O=C(Nc1ccccc1)c1cnc[nH]1
 : -28%	-5%[38.3 µM]	4%	-4%	-1%	12%	3%
> CC(C)(C)C1CCC(=NNC(=O)C(=O)NCc2ccco2)CC1 (configuration not stated)
 : -23%	1%	18%	1%	5%	10%	8%
> CCc1ccc(CNCc2ccc(OCC(O)CN(C)Cc3ccccc3)cc2)nc1 (configuration not stated)
 : 8%[10 µM]	27%	14%	6%	-10%	-4%[9.22 µM]	-2%
> COc1ccc(-n2c(CN3CCN(Cc4ccccc4)CC3)nc3ccc([N+](=O)[O-])cc3c2=O)c(OC)c1
 : -25%	8%	5%	-6%	u	-2%	-8%
> COc1ccc(Cc2noc(CN(C)CCN3CCc4ccccc4C3)n2)cc1OC
 : -16%	25%	12%	2%	-7%	21%	-1%[15.4 µM]
> Cc1c(F)cccc1NC(=O)CCC(=O)O
 : 16%	10%[38.3 µM]	-1%	6%	-3%	-6%	-6%
> COc1ccccc1N1CCN(C(=O)c2oc3cc(C)c(C)cc3c2C)CC1
 : 10%[0.074 µM]	24%[38.3 µM]	-3%	-8%	-5%	-21%	-5%
> CCOC(=O)CNC(=O)Nc1cc(C(C)(C)C)nn1-c1ccccc1
 : -4%[10 µM]	-4%[38.3 µM]	2%	-1%	0%	-2%	4%
> O=c1oc(-c2ccccc2NS(=O)(=O)c2ccccc2)nc2ccccc12
 : -12%	-8%[38.3 µM]	4%	-1%	3%	0%	-19%
> O=C(O)CCCC(=O)Nc1ccccc1-n1ccnc1
 : -9%[10 µM]	-1%[38.3 µM]	1%	-1%	2%	-5%	4%
> Cc1ccc(S(=O)(=O)NCCCN(C)C)cc1
 : 13%[10 µM]	-28%[38.3 µM]	1%	1%	-5%	-12%	-6%

A second format for part of the listing above:
> O=C(NNC(=O)c1cnccc1C(F)(F)F)c1ccccc1
  HTT cytoprotect: 28%[10 µM]
  IMPase Li cell: x
  GoLoco inh red: 5%
  GAA spleen mod: -1%
  GAA glycogen: 8%
  HttQ103 aggreg: -8%[9.22 µM]
  GAA inhib: -9%
> CCC(=O)NCCc1nc2cc(NC(=O)c3cccs3)ccc2n1C
  HTT cytoprotect: -56%[inhibitor]
  IMPase Li cell: -8%
  GoLoco inh red: 11%
  GAA spleen mod: -17%
  GAA glycogen: 5%
  HttQ103 aggreg: 12%
  GAA inhib: -6%
> CN(C)CC(c1ccccc1)c1ccccc1
  HTT cytoprotect: u
  IMPase Li cell: x
  GoLoco inh red: 3%
  GAA spleen mod: -8%
  GAA glycogen: 3%
  HttQ103 aggreg: -2%[9.22 µM]
  GAA inhib: x

Next part
Results follow in this order: HTT cytoprotect	IMPase Li cell	GoLoco inh red	GAA spleen mod	GAA glycogen	HttQ103 aggreg	GAA inhib
> CNC(=S)N/N=C(\C)c1ccc2c(c1)OCCO2
 : 24%[10 µM]	3%	9%	4%	-20%	33%	-7%
> C=CCn1c(C)cc(C)c(C#N)c1=O
 : -29%	-1%[38.3 µM]	4%	-10%	3%	-9%	-3%
> CCN(CC)c1ccc(/C=C(\C#N)C(N)=S)cc1
 : 1%[10 µM]	x	35%[activator]	-2%	-3%	16%[9.22 µM]	x
> O=C(Nc1ccc(N2CCOCC2)cc1)C1(S(=O)(=O)c2ccccc2)CC1
 : 1%	8%[38.3 µM]	-14%	-9%	-3%	3%	1%
> O=C(c1cc(-c2ccccc2)nc2ccccc12)N1CCN(c2ccccn2)CC1
 : -17%	27%[38.3 µM]	4%	-7%	-5%	-17%	-3%
> O=C(CN1C(=O)C2CCCCC2C1=O)Nc1nc(-c2ccccn2)cs1 (configuration not stated)
 : 13%	46%[activator][38.3 µM]	11%	-5%	3%	11µM*	-2%
> Cc1cccc(C)c1NC(=O)N1CCCC1C(=O)Nc1ccc(-n2cnnn2)cc1 (configuration not stated)
 : -9%[10 µM]	10%	11%	-2%	11%	-6%[9.22 µM]	11%
> COc1ccc(C(=O)N(CC2CCCO2)C(C(=O)NC2CCCC2)c2ccc(Cl)cc2)cc1OC (configuration not stated)
 : -15%[10 µM]	13%[38.3 µM]	-2%	1%	1%	-2%	2%
> COC(c1ccccc1)c1nnc(CCC(=O)N(C)CCCC2CCCC2)o1 (configuration not stated)
 : 15%[10 µM]	4%	4%	-4%	2%	3%[9.22 µM]	-3%
> N/C(=N\OC(=O)c1ccc(=O)n(Cc2ccccc2)c1)c1ccccn1
 : -29%[1.9 µM]	-6%	-3%	-3%	18%	2%[9.22 µM]	3%
> CCOC(=O)c1cnc(-n2nc(C)cc2C)nc1N(C)C
 : 28%	-6%[38.3 µM]	3%	2%	8%	4%	-6%
> COc1ccc2cc(CN(CC3COCCO3)S(=O)(=O)c3ccccc3)c(=O)[nH]c2c1 (configuration not stated)
 : -18%	-13%[38.3 µM]	6%	-3%	14%	-5%	-3%
> O=C(NC(NC(=O)c1ccccc1)C(=O)c1ccccc1)c1ccccc1
 : 10%[10 µM]	0%	-4%	-11%	6%	u	0%
> N#Cc1cc2ccccc2nc1SCc1ccccn1
 : -67%[inhibitor][10 µM]	-17%[38.3 µM]	3%	-4%	-4%	-19%	5%
> Cc1ccc(Cl)cc1NC(C#N)c1ccccc1 (configuration not stated)
 : 3%[10 µM]	x	7%	6%	-2%	-5%[9.22 µM]	x
> CNC(=O)CSc1nc(-c2ccccc2)c(-c2ccccc2)o1
 : -22%	-2%	6%	-1%	-1%	-16%	4%
> CCc1ccc(CC)c(S(=O)(=O)Nc2ccc(O)c(C(=O)O)c2)c1
 : -7%[0.074 µM]	13%[38.3 µM]	3%	5%	3%	-10%	-4%
> CCCCCCOc1ccc(-c2ccc(C#N)cn2)cc1
 : 10%[10 µM]	10%	1%	-12%	-7%	u	0%
> Nc1csnc1C(=O)O
 : 30%	-2%[38.3 µM]	0%	2%	3%	-2%	2%
> O=C(c1cccnc1)N1CCc2ccccc21
 : -6%	13%[38.3 µM]	12%	-2%	-1%	4%	-15%
> COc1cc(/C=C/C(=O)NCc2cccnc2)cc(OC)c1OC
 : 1%	7%[38.3 µM]	-1%	-18%	4%	14%	8%
> O=C(O)C1(Nc2ccc(Cl)cc2)CCCC1
 : 9%[10 µM]	-8%	4%[14.2 µM]	x	x	x	x
> O=C(O)c1ccc(Cl)cc1NC(=O)C1CCCO1 (configuration not stated)
 : -25%[0.074 µM]	-2%[38.3 µM]	7%	4%	0%	-10%	0%
> O=C1N2CCCc3cccc(c32)C12Nc1ccccc1S2 (configuration not stated)
 : -4%	28%[38.3 µM]	6%	-1%	u	1%	-8%
> CCc1ccccc1N1CN(Cc2ccco2)CNC1=S
 : 32%[10 µM]	x	5%	-6%	-3%	24%[9.22 µM]	-8%
> O=C(Cn1cc(/C=N/NC(=O)c2cccc(C(F)(F)F)c2)c2ccccc21)Nc1ccc(F)cc1
 : -2%	u	-4%	-1%	4%	4%	-13%
> Cc1ccc(-c2cc(C(F)(F)F)c(C#N)c(SCCC#N)n2)o1
 : -36%	-14%[38.3 µM]	-9%	5%	-4%	18%	u
> Cc1cccc(C(=O)NNC(=O)C(=O)NC(C)(C)C)c1
 : 2%	-10%[38.3 µM]	-2%	-1%	-3%	-15%	9%
> COc1ccc(CC(=O)NC(C)c2nnc(SCC(=O)Nc3ccccc3)n2C)cc1 (configuration not stated)
 : -29%	0%	6%	1%	5%	-2%[9.22 µM]	6%
> S=C(Nc1ccc(Oc2ccccc2)cc1)NC1CCCC1
 : 8%[10 µM]	9%	-4%	3%	-17%	-13%	-6%
> Cc1ccccc1NC(=O)C1C2/C=C\CCCCC21 (configuration not stated)
 : -2%[10 µM]	5%	3%	-1%	14%	-16%	-1%
> O=C(O)CC/C(=N/NC(=O)CNC(=O)Cc1ccccc1)c1ccccc1
 : -1%[10 µM]	x	5%	-3%	0%	11%[9.22 µM]	x
> Cn1c(NC(=O)/C=C/c2ccco2)cc(=O)n(C)c1=O
 : 24%[10 µM]	2%	0%	-1%	-6%	10%	1%
> COCc1cc(/C=N\NC(=O)Cc2ccc(OC)cc2)ccc1OC
 : x	-1%	-3%	5%	2%	30%	u
> COc1ccc(CN2CCN(C(C)C)C(CCO)C2)cc1Cn1cccn1 (configuration not stated)
 : -7%	x	3%	-4%	0%	-13%	7%
> O=C(CC12CC3CC(CC(C3)C1)C2)N1CCOCC1
 : 2%	6%[38.3 µM]	-3%	-3%	1%	-18%	-3%
> C/C(=N\NC(=O)C(N)=O)c1ccc(O)cc1O
 : -24%	12%	6%	-12%	-5%	-13%	-5%
> CCC(=O)C1=C(O)C(c2cccc(Oc3ccccc3)c2)CCC1=O (configuration not stated)
 : -6%	1%	0%	x	-6%	10µM*	-2%

An excerpt. The share of hits here may be higher or lower than overall.
